POLK inh: qHTS for Inhibitors of Polymerase Kappa | DNA polymerase kappa (Homo sapiens), Q9UBT6 | purified Pol kappa, fluorescent DNA synthesis assay, 10 min | Potency, µM (series often up to 107 µM), for the others: top-dose activity, negative = inhibition, actives largely listed as inhibitors | 400,000 compounds, 0.53% hits; further: potency means the concentration at half of the fitted maximal effect; on the % scale 0 is the no-effect control and ±100 the full control effect
Target sequence (Q9UBT6 whole entry, looked up): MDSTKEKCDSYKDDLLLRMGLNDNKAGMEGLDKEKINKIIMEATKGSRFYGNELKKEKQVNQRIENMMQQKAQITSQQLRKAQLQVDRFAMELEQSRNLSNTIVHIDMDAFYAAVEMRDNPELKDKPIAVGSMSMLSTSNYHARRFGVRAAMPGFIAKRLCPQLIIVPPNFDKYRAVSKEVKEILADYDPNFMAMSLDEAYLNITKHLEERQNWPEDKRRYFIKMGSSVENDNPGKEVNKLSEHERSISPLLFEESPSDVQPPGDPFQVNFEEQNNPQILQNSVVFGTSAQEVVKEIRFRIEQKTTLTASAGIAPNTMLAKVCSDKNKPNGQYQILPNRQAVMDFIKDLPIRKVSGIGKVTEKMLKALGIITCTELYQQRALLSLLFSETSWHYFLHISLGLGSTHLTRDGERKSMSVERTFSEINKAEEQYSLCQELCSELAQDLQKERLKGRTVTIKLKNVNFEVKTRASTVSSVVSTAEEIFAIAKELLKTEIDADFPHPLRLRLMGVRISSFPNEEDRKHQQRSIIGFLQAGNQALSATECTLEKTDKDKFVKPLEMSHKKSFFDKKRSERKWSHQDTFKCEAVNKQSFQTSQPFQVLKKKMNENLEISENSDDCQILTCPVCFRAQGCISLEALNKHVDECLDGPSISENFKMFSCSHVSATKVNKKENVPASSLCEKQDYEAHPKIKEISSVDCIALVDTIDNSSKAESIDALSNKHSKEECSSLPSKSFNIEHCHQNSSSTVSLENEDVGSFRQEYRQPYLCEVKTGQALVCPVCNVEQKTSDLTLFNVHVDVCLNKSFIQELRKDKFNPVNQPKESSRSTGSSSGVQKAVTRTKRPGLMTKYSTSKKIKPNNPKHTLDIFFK
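Enzyme at 10 nM met test compounds for 15 min at room temperature. Substrate addition (50 nM final) began the reaction, which was monitored by fluorescence at 0 and 10 min.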
POLI inh: qHTS for Inhibitors of Polymerase Iota | Pol iota fluorescent replication assay, 10 min | Potency, µM (top dose mostly 115 µM), for inactives: at the highest dose activity, negative = inhibition, hits mostly inhibitors | 390,000 compounds, 1% hits; further: potency means the concentration at half of the fitted maximal effect
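Fluorescent replication assay read twice, at 0 min and 10 min after adding 50 nM (final) substrate. Enzyme (10 nM) and compounds were first incubated 15 min at room temperature; enzyme-free buffer wells were negative controls.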
Pol eta inh: qHTS for Inhibitors of Polymerase Eta | 390,000 compounds, 1.2% hits | Potency, µM (series often up to 114 µM), without a hit: top-dose activity change, negative = inhibition, most hits filed as inhibitors | recombinant Pol eta, fluorescent DNA replication assay; further: potency means the concentration at half of the fitted maximal effect; on the % scale 0 is the no-effect control and ±100 the full control effect
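Fluorescent replication assay: 50 nM final substrate added after a 15 min room-temperature compound preincubation with 10 nM enzyme. Signal taken at 0 min and again at 10 min.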
POLB inh: qHTS Assay for Inhibitors of DNA Polymerase Beta. P06746. AID 485314, 2010. Pol beta primer extension/strand displacement, fluorescence kinetic. Potency, µM (highest dose often 114 µM), without a hit: at the highest dose activity change, negative = inhibition, actives largely listed as inhibitors. 340,000 compounds, 1.3% hits; further: potency means the concentration at half of the fitted maximal effect; on the % scale 0 is the no-effect control and ±100 the full control effect
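10 nM enzyme + cpd, 15 min RT; start with substrate 50 nM final; read 0 min and after 10 min RT. Corrected, normalized data; 4-parameter Hill curve fit.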
APE1 inh: qHTS Assay for Inhibitors of the Human Apurinic/apyrimidinic Endonuclease 1 (APE1) | 350,000 compounds, 0.35% hits | Potency, µM (titrated, usually from 65.8 µM), for the others: top-dose activity change, negative = inhibition, actives largely listed as inhibitors | DNA repair nuclease/redox regulator APEX1 (Homo sapiens), P27695 | recombinant APE1, TAMRA/BHQ-2 abasic DNA cleavage fluorescence;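 further: potency means the concentration at half of the fitted maximal effect; plate controls were vehicle for no effect and reference inhibitor for full effect; nearly all actives have a fitted effect of over 55% in size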
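0.75 nM APE1 + cpd, 15 min RT; start w/ 50 nM TAMRA/BHQ-2 THF-abasic dsDNA; kinetic fluor 525/598 nm ×3 reads @60 s; Δ(read3−read1); normalized to DMSO and NSC13755 control wells.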
RXFP1 antagonist: qHTS Assay for Antagonists of the Relaxin Receptor RXFP1; activity change, negative = inhibition, % at 57.5 µM; HEK293-RXFP1, relaxin-stimulated cAMP HTRF, 30 min; hits give low values; 350,000 compounds, 0.59% hits; Relaxin receptor 1 (Homo sapiens), Q9HBX9;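 active means activity change of -60% or lower, but not beyond a set lower limit; inconclusive means change between -60% and -40%, or beyond the set limit; inactive means change above -40%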; further: on the % scale 0 is the no-effect control and ±100 the full control effect
BLM inh: qHTS Assay for Inhibitors of Bloom's syndrome helicase (BLM). Potency, µM (highest dose often 56.1 µM), for the others: top-dose activity change, negative = inhibition, hits mostly inhibitors. 350,000 compounds, 0.2% hits. recombinant BLM DNA unwinding, fluorescence dequenching. AID 2528, 2010;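 further: potency means the concentration at half of the fitted maximal effect; plate controls were vehicle for no effect and no enzyme for full effect; nearly all actives have a fitted effect of over 35% in size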
Apoferritin bind: qHTS Assay for Identification of Novel General Anesthetics | apoferritin/1-aminoanthracene competitive binding, fluorescence | Potency, µM (series often up to 77.5 µM), for inactives: at the top dose activity change, negative = displacement, usual class: inhibitors | 350,000 compounds, 0.074% hits; further: potency means the concentration at half of the fitted maximal effect; on the % scale 0 is the no-effect control and ±100 the full control effect; nearly all actives have a fitted effect of over 20% in size
Target sequence (P02791 2-175 limits assumed): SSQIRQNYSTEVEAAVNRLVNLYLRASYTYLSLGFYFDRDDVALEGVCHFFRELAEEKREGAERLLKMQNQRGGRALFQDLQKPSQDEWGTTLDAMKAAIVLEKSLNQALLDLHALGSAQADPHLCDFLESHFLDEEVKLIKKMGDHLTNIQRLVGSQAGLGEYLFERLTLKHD
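Read-out: endpoint 1-AMA fluorescence, excitation 380 nm and emission 535 nm, after compounds sit 10 min at room temperature with 10 uM horse-spleen apoferritin in 50% saturated 1-AMA/PBS. Values come from four-parameter Hill fits.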
PGK inhibitor: qHTS Assay to Find Inhibitors of Phosphoglycerate Kinase. PGK/GAPDH coupled, Kinase-Glo luminescence, 60 min. AID 602233, 2012. Potency, µM (highest dose often 57.5 µM), without a hit: at the highest dose activity change, negative = inhibition, actives largely listed as inhibitors. Phosphoglycerate kinase, glycosomal (Trypanosoma brucei brucei), P07378. 380,000 compounds, 0.043% hits; further: potency means the concentration at half of the fitted maximal effect; on the % scale 0 is the no-effect control and ±100 the full control effect; nearly all actives have a fitted effect of over 60% in size
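Recombinant glycosomal PGK reaction used 1,3-bisphosphoglycerate generated in-well by GAPDH (100nM final) in 100mM TEA pH 7.6, 5mM MgCl2, 0.01% Tween-20. After 60 minutes at room temperature, ATP was read by Kinase-Glo Plus luminescence end-point.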
An asterisk follows results filed as active; i = inactive; ? = inconclusive; · = not tested or not shown; & = joins results of further samples; [ ] = another dose, or the depositor's remark. Unless noted, the call rests on the fitted dose curve; in most records, active means well fitted curve in the direction sought with a large enough effect; inconclusive means small, poorly fitted or top-dose-only effect, or another doubt; inactive means no such curve, though single readings can be large; an effect the other way counts as inactive or inconclusive. The list is partial; the hit share may differ from the screen's.

SMILES	POLK inh	POLI inh	Pol eta inh	POLB inh	APE1 inh	RXFP1 antagonist	BLM inh	Apoferritin bind	PGK inhibitor
CC(C)Cc1nnc(NC(=O)C2CC(=O)N(c3ccc4c(c3)OCCO4)C2)s1 (stereo not given)	-17%	4%	-5%	·	47%[activator]	-18	·	·	-4%
CC(=O)Nc1ccc(S[C@@H](CCN2CC[C@H](C(C)(C)C)CCC2=O)c2ccccc2)cc1	-3%&-3%	16%&16%	-17%	·	5%	·	·	·	-4%
Cc1cc(C(=O)NNC(=S)NC2CCCCC2)cs1	-5%	-7%	-1%	2%	36%	-3	0%	-16%	-5%
Cn1c(-c2ccccc2)cnc1NCc1cccc([N+](=O)[O-])c1	11%	-3%	-4%	1%	10%	2	3%	-12%	i
COc1cc(C2C(C(=O)c3cccs3)=C(O)C(=O)N2CCN2CCOCC2)cc(OC)c1OC (stereo not given)	-10%	114%[activator]	-10%	9%	-3%	-5	0%	-10%	-7%
CCCOc1ccc(N2C(=O)CC(N(CCc3ccc(OC)cc3)C(=O)c3cccc(F)c3)C2=O)cc1 (stereo not given)	-16%	12%	-29%	0%	-10%	-8	-7%	1%	1%
Cc1ccc(NS(=O)(=O)c2cc3c4c(c2)CC(=O)N4CCC3)cc1C	-2%	15%	-18%	-1%	13%	-27	-2%	-10%	9%
CCn1c(Cc2ccccc2)nnc1SCC(=O)Nc1ccc(N2CCOCC2)c(Cl)c1	-16%	-3%	-11%	4%	-3%	-6	1%	-23%	-5%
CCOC(=O)c1nn(-c2ccc(C)cc2)c(=O)cc1OCC(=O)Nc1ccc(OC)cc1	-2%	18%	?	·	-3%	8	·	·	2%
O=C(Nc1cccc(C(F)(F)F)c1)c1cnc2n(c1=O)CCS2	-17%	40%[activator]	-8%	28%	-5%	·	1%	-4%	-7%
Cc1ccc(C(=O)OCC(=O)NC(C)c2ccccc2)cc1C (stereo not given)	-25%	6%	-11%	·	-14%	0	·	·	-4%
O=C(O)COc1ccccc1/C=N/NC(=O)CSc1nc2ccccc2c(=O)n1-c1ccc(Cl)cc1	-29%	2%	?	?	-7%	-2	-22%	-1%	-18%
COc1ccccc1N(Cc1ccccc1)S(=O)(=O)c1cccc(C(=O)O)c1	-6%	151%[activator]	-21%	-2%	6%	3	-5%	-8%	3%
COc1ccc(NC(=S)NCc2cccnc2)cc1OC	16%	12%	-7%	-8%	-1%	1	-5%	-5%	-3%
CC(C)(CCl)C(=O)Nc1ccc(Sc2ccc(F)cc2)cc1	-13%	12%	?	-5%	3%	-28	-13%	?	1%

Shown in markdown: part of the list above.
| smiles | POLK inh | POLI inh | Pol eta inh | POLB inh | APE1 inh | RXFP1 antagonist | BLM inh | Apoferritin bind | PGK inhibitor |
| --- | --- | --- | --- | --- | --- | --- | --- | --- | --- |
| CC(C)(CCl)C(=O)Nc1ccc(Sc2ccc(F)cc2)cc1 | -13% | 12% | ? | -5% | 3% | -28 | -13% | ? | 1% |
| CC(=O)Nc1ccc(S[C@@H](CCN2CC[C@H](C(C)(C)C)CCC2=O)c2ccccc2)cc1 | -3%&-3% | 16%&16% | -17% | · | 5% | · | · | · | -4% |

The list goes on:
SMILES	POLK inh	POLI inh	Pol eta inh	POLB inh	APE1 inh	RXFP1 antagonist	BLM inh	Apoferritin bind	PGK inhibitor
Cc1[nH]n2c(=O)cc(Cc3ccccc3)nc2c1C#N	-8%	-5%	-17%	-15%	-3%	-3	-4%	4%	-7%
COc1cc(C)c(COc2ncnc3ccccc23)cc1OC	-1%	-4%	12%	38%	-7%	11	3%	1%	-6%
COc1cccc(CN=CC2=C(O)CC(C)(C)CC2=O)c1OC	-17%	9%	-19%	-1%	4%	10	0%	-13%	4%
COCCn1c(-c2cc(OC)c(OC)c(OC)c2)nc2nc3ccccc3nc21	·	·	·	3%	-1%	·	1%	-8%	·
CCCc1nnc(NC(=O)C2CCN(C(=O)C3CC(=O)N(c4ccc(C)cc4)C3)CC2)s1 (stereo not given)	7%	48%[activator]	-23%	54%	-3%	9	-2%	-6%	-1%
CSc1nc2sc3c(c2c(=O)n1CC(C)C)CC(C)(C)OC3	-3%	-12%[58.9 µM]	-4%	17%	1%	2	-2%	-9%	i
CC(C)OC(=O)CSc1nnc2n1C(C)(C)Cc1ccccc1-2	-7%	2%	3%	29%	-2%	6	2%	-11%	-6%
CCOC(=O)c1cnn(-c2ccccc2)c1-n1cccc1C(=O)C(=O)Nc1ccccc1C(F)(F)F	-15%	?	?	5%	-5%	-3	-11%	?	-9%
O=C(NCCO)C(=O)Nc1cc2c3c(c1)CCC(=O)N3CCC2	9%	7%	-15%	1%	-4%	-10	1%	11%	2%
CCOc1cc(C2NN=C(c3ccc(C)cc3)S2)ccc1O (stereo not given)	-8%	-6%	?	-15%	-2%	·	-9%	-21%	4%
CC(CCc1ccccc1)NC(=O)CCC(=O)N1CCC(C(N)=O)CC1 (stereo not given)	2%	-4%	0%	25%	-13%	2	2%	5%	-1%
O=C1c2cc([N+](=O)[O-])ccc2-c2cc(Br)c(N=C(NO)C(F)(F)F)cc21	-11%	10%	-18%	·	·	-6	·	·	-2%
COc1ccc(-c2ccc(CCC(=O)O)n2-c2ccc(Cl)cc2C)cc1	9%	31%	·	-1%	·	-18	-2%	-8%	·
COc1ccc(C)cc1NC(=O)C(c1ccccc1)N1CCN(CC(=O)N2CCCC2)CC1 (stereo not given)	7%	47%[activator]	-9%	·	18%	5	·	·	-6%
O=C(CN1CCC(C(=O)c2ccc3c(c2)OCCO3)CC1)NC1CCCC1	-9%	12%	-10%	10%	1%	12	-2%	-10%	5%
CN(C)c1ccc(/C=N/NC(=O)c2ccc(-n3cnnn3)cc2)cc1	8%	6%	-10%	·	7%	1	·	·	i
CCOC(=O)C1=C(C)N(C)C(=O)C1CC(=O)O (stereo not given)	-43%	-21%	79µM*	-8%	-3%	7	0%	-6%	?
COC(CNC(=O)Cn1ncc2ccsc2c1=O)OC	-1%	-3%	-1%	11%	0%	12	-1%	-5%	i
CCCC(C)C(=O)N(Cc1ccccc1)c1ccccn1 (stereo not given)	-4%	-12%	-6%	21%	0%	8	0%	-21%	·
O=C(Nc1ccc2c(c1)N(Cc1ccccc1)C(=O)c1ccccc1S2)NC1CC1	-8%	-13%	-8%	-21%	-5%	-8	-9%	-22%	1%
CC(=O)Nc1cccc(NC(=O)COc2ccc3c(c2)OCO3)c1	-17%	-8%	10%	-27%	13%	6	-2%	3%	-2%
CCN(CC)C(=O)c1sc2c(c1C)c(=O)n(Cc1ccccc1)c(=O)n2Cc1c(C)cc(C)cc1C	-5%[60.1 µM]	9%	-21%	?	·	-17	-9%	33%[activator]	8%
COCCCNC(=O)C(=O)Nc1cc2c3c(c1)CCN3C(=O)CC2	1%	46%[activator]	-20%	25%	-8%	0	-1%	8%	i
O=C(C[n+]1cc(-c2ccc(Cl)c(Cl)c2)n2c1CCC2)N1c2ccccc2Sc2ccccc21	-2%	?	-15%	5%	3%	-6	11%	-13%	i
COC(=O)c1c(NC(=O)COC(=O)c2ccc(O)cc2)sc2c1CCCCC2	-4%	13%	-9%	-19%[57.1 µM]	14%	12	0%	-4%	-8%
CC1CCN(CCNC(=O)c2ccc(NC(=O)C3CCCO3)cc2)CC1 (stereo not given)	-7%	-1%	7%	-8%	-1%	-23	2%	-2%	-3%
COc1ccc(OC)c(C(=O)COC(=O)c2ccccc2O)c1	-7%	34%[activator]	4%	-1%	0%	-9	-5%	?	-7%
O=C(CN1CCN(Cc2ccccc2)CC1)N/N=C\C=C/c1ccco1	-41%	0%	-6%	37%	21%	2	-3%	4%	-9%
CC(C)(C)c1ccc(OCCC(=O)OCC(=O)Nc2ccc(N3CCOCC3)cc2)cc1	-2%	9%	?	·	-11%	-6	·	·	6%
NC(=O)c1nn(CC(=O)Nc2cccc(S(=O)(=O)N3CCCC3)c2)c(=O)c2ccccc12	10%	-18%	-10%	·	-11%	-14	·	·	i
O=C(CSc1nc2ccccc2o1)NC(=O)NCc1ccco1	-17%	-9%	?	-4%	-6%	-4	-8%	0%	2%
O=C(COC(=O)c1cc(S(=O)(=O)N2CCCCC2)ccc1N1CCOCC1)c1ccc(Cl)cc1	-13%	?	-22%	·	14%	-10	·	·	-1%
Cc1nc(NN)nc(NCc2ccccc2)n1	10%	8%	-10%	-7%	30%	·	-5%	-9%	-9%
CC(=O)Oc1ccc(C(=O)O)c(OC(C)=O)c1	-6%	-8%	4%	1%	2%	20	-1%	-13%	-2%
CC[n+]1c(/C=C/c2ccc(OC)c(OC)c2)ccc2ccccc21	-9%	-1%	-2%	?	2%	-1	-8%	5%	-8%
CNC(=O)OC(C)CNS(=O)(=O)c1ccc(C)cc1 (stereo not given)	-9%	2%	-1%	5%	-4%	22	-4%	5%	-6%
COc1ccccc1CNC(=O)CCc1c(C)nc2cc(-c3ccc(Cl)cc3)nn2c1C	-5%	35%[activator]	-12%	29%	·	·	-9%	39%[activator]	-3%
CC(C)CN(CCCNC(=O)c1cc(-c2cccs2)nc2ccccc12)CC(C)C	-6%	-6%	-9%	44%	·	·	-10%	41%[activator]	1%
COCCNC(=O)/C(C#N)=C/c1cccc(NC(=O)c2ccccc2Cl)c1	-5%	8%	-5%	-17%	17%	?	5%	-15%	i

Grouped by structure: the entries above with a furan ring, fused or not.
SMILES	POLK inh	POLI inh	Pol eta inh	POLB inh	APE1 inh	RXFP1 antagonist	BLM inh	Apoferritin bind	PGK inhibitor
O=C(CN1CCN(Cc2ccccc2)CC1)N/N=C\C=C/c1ccco1	-41%	0%	-6%	37%	21%	2	-3%	4%	-9%
O=C(CSc1nc2ccccc2o1)NC(=O)NCc1ccco1	-17%	-9%	?	-4%	-6%	-4	-8%	0%	2%
